Screening results as filed in PubChem BioAssay.
KAT2A inh = GCN5L2 (KAT2A) acetyltransferase inhibition; GCN5L2 HAT assay, ThioGlo1 CoA-SH fluorescence; Potency, µM (titrated, usually from 58.9 µM), for inactives: top-dose activity change, negative = inhibition, most hits filed as inhibitors; 390,000 compounds, 0.21% hits; AID 504327
Target sequence (Q92830 whole entry, looked up): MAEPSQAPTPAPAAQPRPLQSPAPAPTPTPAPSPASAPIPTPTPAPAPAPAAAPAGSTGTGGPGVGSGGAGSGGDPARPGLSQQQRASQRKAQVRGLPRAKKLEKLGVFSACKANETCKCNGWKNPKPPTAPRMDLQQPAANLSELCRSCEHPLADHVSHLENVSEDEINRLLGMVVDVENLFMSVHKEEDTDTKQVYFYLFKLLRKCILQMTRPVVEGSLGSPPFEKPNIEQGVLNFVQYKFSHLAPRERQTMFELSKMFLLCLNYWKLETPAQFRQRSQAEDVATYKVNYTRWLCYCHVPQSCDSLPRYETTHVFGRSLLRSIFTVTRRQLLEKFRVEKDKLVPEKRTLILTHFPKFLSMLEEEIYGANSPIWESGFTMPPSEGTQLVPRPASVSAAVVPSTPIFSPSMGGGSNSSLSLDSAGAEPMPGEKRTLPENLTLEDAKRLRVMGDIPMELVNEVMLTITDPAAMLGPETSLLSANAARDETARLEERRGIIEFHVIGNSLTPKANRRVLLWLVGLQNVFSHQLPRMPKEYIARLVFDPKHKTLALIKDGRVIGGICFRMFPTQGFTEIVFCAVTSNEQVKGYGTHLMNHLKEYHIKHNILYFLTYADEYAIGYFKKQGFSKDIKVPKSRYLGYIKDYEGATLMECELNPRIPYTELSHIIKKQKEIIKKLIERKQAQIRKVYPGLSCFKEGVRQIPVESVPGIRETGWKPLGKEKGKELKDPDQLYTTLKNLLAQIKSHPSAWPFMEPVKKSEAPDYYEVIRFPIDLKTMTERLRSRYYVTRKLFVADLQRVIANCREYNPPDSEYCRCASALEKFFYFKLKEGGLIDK
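Titration-based screen in which CoA formation is detected via maleimide probe ThioGlo1 (50uM) turning fluorescent on thiol reaction; substrates H3(1-25) 75uM and acetyl-CoA 70uM, GCN5L2 20nM, 20 min incubation at room temperature.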
DT40 TDP1 CPT = DT40-hTDP1 cell growth loss with CPT; chicken DT40 Tdp1-/-;hTDP1 cells + 20 nM CPT, ATP luminescence, 48 h; Potency, µM (titrated, usually from 46.2 µM), for the others: top-dose activity change, negative = growth inhibition, usual class: inhibitors; 420,000 compounds, 12% hits; note: nearly all actives have a fitted effect of over 55% in size
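Chicken DT40 Tdp1-/- cells complemented with human TDP1, 400 cells/well, exposed to compounds plus 20 nM camptothecin for at least 48 h at 37 C; viability read as ATP content by CellTiter-Glo luminescence.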
FEN1 inh = inhibitors of human flap endonuclease 1. Potency, µM (titrated, usually from 114 µM), without a hit: top-dose activity change, negative = inhibition, usual class: inhibitors. Recombinant FEN1 flap cleavage, fluorescence, 15 min. AID 588795. 390,000 compounds, 0.35% hits; note: nearly all actives have a fitted effect of over 65% in size
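Quantitative HTS format: each compound was titrated, incubated with 10 nM nuclease for 15 min at room temperature, then challenged with flap substrate at 50 nM final. Signal change over 15 min gave concentration–effect curves.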
* marks the source's active call; other numbers are inactive results; ? = inconclusive; / = no result given; [ ] = another dose, or the depositor's remark. Calls come from the whole dose curve; as a rule, active = well fitted curve in the direction sought with a large enough effect; inconclusive = small, poorly fitted or top-dose-only effect, or another doubt; inactive = no such curve, though single readings can be large; an effect the other way counts as inactive or inconclusive. % is set by controls: 0 for no effect and ±100 for the full control effect; potency is the fitted concentration of half-maximal effect. Some of the compounds tested. The share of hits here may be higher or lower than overall.

SMILES	KAT2A inh	DT40 TDP1 CPT	FEN1 inh
O=C(NCCCN1CCCC1=O)c1ccc(Cl)c(NS(=O)(=O)c2ccc(F)cc2)c1	-12%	-5%	6%
CCC(Oc1ccc(C)cc1)C(=O)Nc1ccc(S(=O)(=O)Nc2cc(C)on2)cc1 (stereo unspecified)	-2%	18%	-4%
CCCN(C(=O)C1CSC2(C)CCC(=O)N12)c1c(N)n(Cc2ccccc2)c(=O)[nH]c1=O (stereo unspecified)	0%	3%	-8%
Cc1cc(OCC(=O)Nc2ccncc2)ccc1Br	1%	?	-2%
CC(=O)OC(C(=O)NCCN1CCOCC1)c1c(F)cccc1F (stereo unspecified)	0%	16%	16%
C=CCn1c(=O)c2c(nc(Br)n2Cc2ccccc2Cl)n(C)c1=O	-30%	18µM*	-5%
O=C(Nc1ccccc1)c1cc2ccc3ccccc3c2s1	-3%	6%	-6%
Cc1ccccc1CN1CCNC(=O)C1CC(=O)N(C)CCC1CCOCC1 (stereo unspecified)	-15%	-1%	-5%
O=[N+]([O-])c1cccnc1N/N=C/c1ccccc1O	1%	?	-1%
CCc1c(C(=O)NCc2ccccc2Cl)[nH]c(C)c1C(C)=O	-2%	23µM*	-5%
CC(C)NC(=S)Nc1c(N)[nH]c(=O)[nH]c1=O	1%	-9%	16%
Cc1ccc2c(c1)c1c(n2CCc2ccc(C)nc2)CCN(C)C1	2%	/	14%
CCN(Cc1nc(-c2ccc(Cl)cc2)no1)CC1CCCO1 (stereo unspecified)	-1%	-19%	-5%
CC(=O)c1c(C)[nH]c(C(=O)COC(=O)CCCOc2ccccc2)c1C	-17%	5%	0%
Cc1nc2ncnn2c(C)c1CCC(=O)N1CCN(Cc2ccccc2)CC1	-6%	-15%	-11%
CCOc1ccc(N/C(C)=C/C(=O)c2ccc(C)o2)cc1	-4%[0.501 µM]	-4%	-6%
Cc1cc(C)n(-c2ccccc2[N+](=O)[O-])n1	-6%	4%	15%
Cc1c(NS(=O)(=O)c2cc(C(=O)OCC(=O)N3CCC(C)CC3)ccc2Cl)c(=O)n(-c2ccccc2)n1C	-7%	-7%	-3%
CCOC(=O)c1cnc(SCC(=O)OCC(=O)N(CC)C2CCS(=O)(=O)C2)nc1N (stereo unspecified)	0%	-12%	4%
NC(=O)C1=C(c2ccccc2)c2ccccc2C1=O	/	2.9µM*	?
CCCc1cc(=O)[nH]c(SCc2nc(-c3ccccc3F)no2)n1	-12%	-24%	-2%
O=C(NCCCO)c1cc2c([nH]c3ccccc32)c(-c2ccc(F)cc2)n1	-10%	?	-15%
O=C(CCNS(=O)(=O)c1ccccc1)N1CCN(c2ccccc2)CC1	-3%	-9%	7%
CCCCCS(=O)(=O)c1oc(-c2cccs2)nc1S(=O)(=O)c1ccc(C)cc1	-17%	4.6µM*	-16%
COc1ccc(-c2cn3c(C)c(C(=O)Nc4cc(NC(C)=O)ccc4OC)sc3n2)cc1	-20%	13µM*	-3%
Cn1c(=O)c([N+](=O)[O-])c(NCc2ccccc2Cl)c2ccccc21	-17%	-5%	-13%
S=C(NNC(=S)NC1CC2C=CC1C2)NC1CC2C=CC1C2 (stereo unspecified)	3%	-4%	-1%
Cc1cc(C)c(S(=O)(=O)NCC2CCC(C(=O)NCCCN3CCC(C)CC3)CC2)c(C)c1 (stereo unspecified)	2%	?	-5%
COCCNC(=O)CSc1cc(=O)n(C)c2cc(Cl)ccc12	-1%	24%	-4%
CCOc1ccc(-n2c(=O)c3sccc3n(CC(=O)NCC3CCCO3)c2=O)cc1 (stereo unspecified)	-1%	5%	-6%
Cc1ccc(-c2nc(N)sc2-c2ccccc2)cc1C	-14%	?	-23%
C[N+]1(CC(=O)c2ccc(Cl)c(Cl)c2)CCOCC1	/	-2%	3%
COc1ccc(C)cc1NC(=O)c1cc2ccccc2o1	2%	-19%	-6%
COc1ccc2c(c1)c1c(c(=O)n(CCc3ccccc3)c(=O)n1Cc1ccc(Cl)cc1)n2C	2%	1%	-2%
O=C(CN1C(=O)COc2ccc(S(=O)(=O)N3CCCC3)cc21)NCc1ccccn1	35%[activator]	13%	2%
Cc1noc(C)c1COc1ccc2ccc(=O)oc2c1	-15%	2%	1%
COc1ccc(/C(O)=C2/C(=O)C(=O)N(c3ccccn3)C2c2ccc(C(C)C)cc2)cc1 (stereo unspecified)	-2%	?	12%
O=C(CSc1n[nH]c(-c2ccccc2)n1)Nc1ncc(Br)cc1Br	-16%	-18%	4%
CCC(=O)Nc1cccc(C2=NOC3(C2)C[C@@H](C(N)=O)N(C(=O)c2ccc(OC)cc2)C3)c1 (stereo partly specified)	24%	5%	-10%
NS(=O)(=O)c1ccc(NCc2ccccc2OCc2ccc(F)cc2)cc1	?	?	-23%
O=C1OCCN1C(=O)[C@H]1[C@H](c2ccc(Cl)cc2)C(c2cccc(Cl)c2)=NN1c1ccccc1	?	-27%	-26%
Cc1ccccc1OCC(=O)OCC(=O)Nc1ccc(N2CCOCC2)cc1	-15%	-9%	-5%
CCCCCOc1ccc(C(=O)OC(C)C(=O)NCc2ccco2)cc1 (stereo unspecified)	-8%	?	-8%
COc1ccc(-c2cc(C(=O)c3c(N)n(C)c(=O)n(C)c3=O)c3ccccc3n2)cc1	4%	-28%	0%
COCCOC(=O)c1c(NC(=O)CN(C)c2ccccc2)sc(C(N)=O)c1C	-4%	?	1%
CCOc1ccc(S(=O)(=O)N/N=C(\C)Cc2ccc(OC)cc2)cc1	-7%	8%	-7%
Cc1cccn2c(=O)c(C(=O)NC(C)c3ccccc3)cnc12 (stereo unspecified)	-5%	-5%	-12%
O=C(CSc1nnc(-c2ccccc2Cl)o1)N1CCCc2ccccc21	-1%	?	1%
CCc1cccc(CC)c1NC(=O)C1CSC2(C)CCC(=O)N12 (stereo unspecified)	-5%	-4%	3%
CCOC(=O)Cc1csc(SCC(=O)NC2CCCC2)n1	-3%	-6%	6%
COc1cccc(OCCCn2c(-c3ccc(Cl)cc3)nc3ccccc3c2=O)c1	-10%	-14%	-3%
CCNS(=O)(=O)c1cc(Br)ccc1OC	4%	3%	-17%
COC(=O)c1ccc(CN2CCN(Cc3ccc(F)cc3)C(CCO)C2)cc1 (stereo unspecified)	4%	-4%	4%
Cc1ccc(-n2ncc3c(N4CCCCCC4)ncnc32)cc1	0%	?	-16%
CCOc1ccccc1N1CCN(C(=O)c2ccc3[nH]c4c(c3c2)CCCC4)CC1	-5%	21µM*	-10%
Cc1ccc(-c2nc(CS(=O)CC(=O)NC(C)CCc3ccccc3)c(C)o2)cc1 (stereo unspecified)	-9%	-17%	7%
O=C(c1ccc(F)cc1)N1CCN(c2ccccn2)CC1	-4%	0%	1%
O=C(CN1CCC(Cc2ccccc2)CC1)NC(=O)NC1CCCCC1	-17%	?	8%
O=C(NCCCn1ccnc1)c1ccc(-c2cccc(Cl)c2Cl)o1	1%	18µM*	13%
COc1ccc(NC(=O)CCS(=O)(=O)c2cc(Br)cc3c2N(C(C)=O)CC3)c(OC)c1	-4%	-22%	4%

Filtered by structure: the entries above containing an aryl thioether with sulfur outside any ring (6)
SMILES	KAT2A inh	DT40 TDP1 CPT	FEN1 inh
CCOC(=O)c1cnc(SCC(=O)OCC(=O)N(CC)C2CCS(=O)(=O)C2)nc1N (stereo unspecified)	0%	-12%	4%
CCCc1cc(=O)[nH]c(SCc2nc(-c3ccccc3F)no2)n1	-12%	-24%	-2%
COCCNC(=O)CSc1cc(=O)n(C)c2cc(Cl)ccc12	-1%	24%	-4%
O=C(CSc1n[nH]c(-c2ccccc2)n1)Nc1ncc(Br)cc1Br	-16%	-18%	4%
O=C(CSc1nnc(-c2ccccc2Cl)o1)N1CCCc2ccccc21	-1%	?	1%
CCOC(=O)Cc1csc(SCC(=O)NC2CCCC2)n1	-3%	-6%	6%

Further records.
SMILES	KAT2A inh	DT40 TDP1 CPT	FEN1 inh
COc1ccc(Oc2ccc(N/C=C3/CCCC3=O)cc2)cc1	0%	?	7%
O=C1C(Cc2ccccc2)Nc2ncnc(N3CCCCC3)c2N1Cc1ccccc1 (stereo unspecified)	-6%	?	-13%
O=C(CCCc1ccccc1)Nc1ccccc1C(F)(F)F	-4%	27%	16%
O=C(CCC(=O)OCCCC(F)(F)C(F)(F)F)Nc1ccccc1	-5%	-23%	-12%
Cc1ccc(C2CC(c3cccs3)=NN2C(=O)CCl)cc1 (stereo unspecified)	-21%	2.6µM*	-21%
O=C(NC1CC1)C1CCN(c2ncccn2)CC1	-3%	0%	10%
C=C(Br)Cn1c(CC)nc2ccccc21	-4%	-22%	-4%
COc1ccc(-c2noc(CN3CCN(c4ccccc4)CC3)n2)cc1	-7%	?	-17%
Cn1nnnc1SCC(=O)Nc1cc(C(=O)O)cc(C(=O)O)c1	-4%	-18%	-3%
N#CC(C(=O)Nc1ccccc1)=C1CCCCC1	?	-2%	-13%
CCOC(=O)/C=C1\SCC(=O)N1CC(=O)Nc1cc(S(=O)(=O)N(C)C)ccc1C	1%	-2%	2%
CCN(CC)S(=O)(=O)c1cc(NC(=O)CO/N=C(\N)c2ccccc2Cl)ccc1C	-7%	?	-15%
CCOCCCn1c(=S)[nH]c2cc(C(=O)NCCCN(CC)CC)ccc2c1=O	0%	-23%	2%
CCOc1ccc(C(=O)Nc2ccc(Cl)c(-c3nc4cc(C)cc(C)c4o3)c2)cc1	-4%	-23%	-2%
C=CCn1c(N2CCCCCC2)nc2c1c(=O)n(C)c(=O)n2C	-5%	?	-2%
O=C(O)c1ccccc1C(=O)NCCCn1ccnc1	?	3%	-9%
Cc1ccc(S(=O)(=O)N2CCN(CC(=O)N/N=C\c3ccc(Cl)c([N+](=O)[O-])c3)CC2)cc1	-5%	?	0%
Cc1noc(C)c1CSCC(=O)Nc1ccc(S(=O)(=O)C(F)F)cc1	-2%	-13%	0%
COc1ccc(Br)cc1C(=O)Nc1ccc(-c2nc3cc(Cl)ccc3o2)cc1	2%	-9%	-5%
CCOCCc1nnc(NC(=O)CCS(=O)(=O)c2ccccc2)s1	-4%	21µM*	1%

The last 2 entries of the section above are carried over, then new ones follow.
SMILES	KAT2A inh	DT40 TDP1 CPT	FEN1 inh
COc1ccc(Br)cc1C(=O)Nc1ccc(-c2nc3cc(Cl)ccc3o2)cc1	2%	-9%	-5%
CCOCCc1nnc(NC(=O)CCS(=O)(=O)c2ccccc2)s1	-4%	21µM*	1%
Nc1c(C(=O)Nc2ccc3c(c2)OCCO3)nnn1Cc1cccc(F)c1	-1%	-22%	11%
CCOC(=O)C1CCCN(C(=O)c2cn(CC)c(=O)c3cc(OC)c(OC)cc23)C1 (stereo unspecified)	-1%	-14%	-3%
CCOC(=O)c1cc(-c2csc(-c3ccc(C(F)(F)F)cc3)n2)on1	2%	5%	7%
Clc1ccc(SCc2cn3cccnc3n2)cc1	-7%	5%	0%
CC(NC(=O)c1ccccc1O)c1ccccc1 (stereo unspecified)	5%	-25%	5%
COc1ccc2c(c1)c(=O)c(C(=O)c1ccc(F)cc1)cn2CC(=O)Nc1ccc2c(c1)OCCO2	-1%	?	-4%
CC[C@]12c3[nH]c4cc(CCC(=O)N(C)C)ccc4c3CCN1C(=O)[C@@H](CC(=O)NC/C=C(\C)CCC=C(C)C)C[C@@H]2C(=O)N1CCN(C(=O)c2ccco2)CC1	-1%	10µM*	0%
O=S(=O)(NCc1ccc(Cl)cc1)NCc1ccccc1F	-1%	-13%	16%
N#Cc1ccc(-n2c(-c3ccccc3)nnc2-c2ccccc2)cc1C#N	-4%	?	-12%
COc1ccc(OCC(=O)Nc2ncc3c(n2)CC(C)(C)CC3=O)cc1	-3%	1%	16%
COc1cccc(C(=O)Nc2ccccc2OC(F)(F)F)c1	-5%	-3%	-6%
O=[N+]([O-])c1ccc(O)c(-c2nc(-c3ccccc3)c(-c3cccs3)[nH]2)c1	-7%	21µM*	?
Clc1ccccc1Cn1nnc2c(N3CCOCC3)nc(C3CC3)nc21	-5%	?	-8%
COC1=C(C)C(O)=C(C(=O)/C=C/c2ccccc2)C(=O)C1(C)C	-12%	?	8%
O=C(CC1N=C2c3ccccc3N=C(SCC(=O)Nc3cccc(C(F)(F)F)c3)N2C1=O)NCc1cccs1 (stereo unspecified)	3%	?	-6%

An excerpt of these results, with each value named.
> CCOC(=O)C1CCCN(C(=O)c2cn(CC)c(=O)c3cc(OC)c(OC)cc23)C1 (stereo unspecified)
  KAT2A inh = -1%	DT40 TDP1 CPT = -14%	FEN1 inh = -3%
> CCOC(=O)c1cc(-c2csc(-c3ccc(C(F)(F)F)cc3)n2)on1
  KAT2A inh = 2%	DT40 TDP1 CPT = 5%	FEN1 inh = 7%
> Clc1ccc(SCc2cn3cccnc3n2)cc1
  KAT2A inh = -7%	DT40 TDP1 CPT = 5%	FEN1 inh = 0%
> CC(NC(=O)c1ccccc1O)c1ccccc1 (stereo unspecified)
  KAT2A inh = 5%	DT40 TDP1 CPT = -25%	FEN1 inh = 5%
